Source: PubChem
S1P2 ag = agonists of human S1P2 receptor; activation, % at 4.5 µM; S1P2-expressing cell line, agonist reporter read-out; 97,000 tested, 0.46% active; in the data active = activation above about 16%;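 also: 0% = vehicle low control and 100% = maximal reference agonist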
Target sequence (O95136 whole entry, looked up): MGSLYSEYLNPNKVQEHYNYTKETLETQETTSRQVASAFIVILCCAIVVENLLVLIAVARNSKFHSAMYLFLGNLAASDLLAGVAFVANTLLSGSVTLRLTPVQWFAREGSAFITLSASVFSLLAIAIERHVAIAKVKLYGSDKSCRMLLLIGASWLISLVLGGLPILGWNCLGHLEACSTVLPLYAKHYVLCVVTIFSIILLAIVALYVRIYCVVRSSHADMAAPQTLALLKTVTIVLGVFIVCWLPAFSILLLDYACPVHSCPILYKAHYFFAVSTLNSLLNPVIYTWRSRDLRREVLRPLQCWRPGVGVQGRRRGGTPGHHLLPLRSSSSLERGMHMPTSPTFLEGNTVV
PostGolgi yeast = growth inhibition of a yeast mutant, post-Golgi transport screen | post-Golgi transport phenotypic cell assay | inhibition, % at 10 µM | 98,000 tested, 0.9% active | AID 739;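 also: yeast cells grown in 1536-well plates; yeast grown about 18 h at 30C before absorbance read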
S1P2 antag = blocks the human S1P2 receptor | O95136 | cell-based S1P2 antagonist assay, inhibition at 5 uM | inhibition, % at 5 µM | 97,000 tested, 0.21% active | AID 736; in the data active = inhibition above about 45%;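 also: CRE beta-lactamase reporter cells expressing human S1P2 stimulated with S1P; 0% = agonist at EC80 alone and 100% = agonist plus reference antagonist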
DAT uptake mod = changed human dopamine transporter uptake under cocaine IC80; B-score at 10 µM; Q01959; LLC-PK1 hDAT cells, [14C]-dopamine uptake with cocaine IC80; actives deviate in either direction; 110,000 tested, 1.3% active; AID 449768;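 active = Z score or B-score, a plate-position-corrected score, falls beyond the plate's 99.7% confidence bounds, in either direction; inactive = both scores lie inside the 99.7% bounds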;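 also: scored against the spread of the other compound wells on the same plate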
sEH inh = inhibitors of human soluble epoxide hydrolase | 91,000 tested, 0.34% active | P34913 | inhibition, % at 2 µM | recombinant human sEH enzymatic activity assay | AID 707; in the data active = inhibition above about 80%; also: values of inactives mirror those of a sister screen read the other way; many of its hits are not listed in these tables
Target sequence (P34913 whole entry, looked up): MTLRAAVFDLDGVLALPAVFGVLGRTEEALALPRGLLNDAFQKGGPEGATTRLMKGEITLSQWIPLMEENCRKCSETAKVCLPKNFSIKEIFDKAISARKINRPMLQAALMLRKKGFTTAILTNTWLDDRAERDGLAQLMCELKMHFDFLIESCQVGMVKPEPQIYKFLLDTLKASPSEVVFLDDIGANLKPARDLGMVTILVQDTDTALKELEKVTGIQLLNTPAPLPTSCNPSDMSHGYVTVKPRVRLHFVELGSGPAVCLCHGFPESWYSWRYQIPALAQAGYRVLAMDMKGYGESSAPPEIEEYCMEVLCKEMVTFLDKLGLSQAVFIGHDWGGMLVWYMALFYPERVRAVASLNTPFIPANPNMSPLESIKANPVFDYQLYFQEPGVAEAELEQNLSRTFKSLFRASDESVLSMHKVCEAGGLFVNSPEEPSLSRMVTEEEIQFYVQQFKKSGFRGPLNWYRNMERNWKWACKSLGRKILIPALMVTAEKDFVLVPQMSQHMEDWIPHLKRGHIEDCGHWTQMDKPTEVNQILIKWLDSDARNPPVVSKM
sEH activator = increases human soluble epoxide hydrolase activity; 91,000 tested, 0.04% active; purified human sEH enzymatic activity, activator screen; AID 717; activation, % at 2 µM; in the data active = activation above about 37%; also: values of inactives mirror those of a sister screen read the other way
CYP2C19 inh = inhibitors of human CYP2C19; P33261; CYP2C19 Supersomes, luciferin-H EGE luminescence, 30 min; inhibition, % at 5 µM; 96,000 tested, 21% active;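 active = CYP2C19 inhibition above a set limit at 5 µM in the primary screen, cut at about 50% in these data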;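 also: plate controls were negative control wells for no effect and 2.5 mM tranylcypromine positive control for full effect; values of inactives mirror those of a sister screen read the other way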
CYP2C19 act = cytochrome P450 2C19 (human) activation; activation factor at 5 µM; recombinant CYP2C19, luciferin-H EGE luminescence; hits give high values; 0 = fully inhibited enzyme, 1 = untreated enzyme; 96,000 tested, under 10 active;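 active = activation factor of at least 2 at 5 µM in the primary screen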;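 also: 0 = wells with 2.5 mM tranylcypromine and 1 = vehicle-only wells; values of inactives mirror those of a sister screen read the other way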
PostGolgi ctrl = yeast control strain growth, post-Golgi counter-screen | efflux-deficient yeast background strain, growth absorbance A615, 16 h | inhibition, % at 10 µM | 98,000 tested, 5% active
The depositor's hits bear a star; / = no result given; & = joins results of further samples. Rule as the data show it, unless noted: active = inhibition above about 30%; inactive = the rest.

SMILES	S1P2 ag	PostGolgi yeast	S1P2 antag	DAT uptake mod	sEH inh	sEH activator	CYP2C19 inh	CYP2C19 act	PostGolgi ctrl
c1ccc(-c2nc(N3CCCCCC3)c3ccccc3n2)nc1	-14	3	15	2.1*	1	-3	-10	1.1	11
CCOc1ccc(-n2cnnn2)cc1S(=O)(=O)Nc1c(C)cccc1C	-4	-1	-17	0.38	0	3	12	0.9	42*
Cc1ccc(NC(=S)NCc2cccs2)c(C)c1	-3	-2	-21	0.074	4	-4	73*	0.3	-4
O=C(O)CSCc1c(F)cccc1Cl	-3	0	2	-1.1	0	1	/	/	11
Cc1ccc(-c2noc(CN3CCN(Cc4ccccc4)CC3)n2)cc1	-8	/	-4	0.4	31	-29	/	/	/
CCOc1ccccc1NC(=O)CN(Cc1ccccc1)S(C)(=O)=O	-3	0	-13	-1.2	0	-2	94*	0.1	14
Cc1cc(C)n2nc(SCc3cc(=O)n4ccccc4n3)nc2n1	20*	/	-49	/	3	0	/	/	/
CSc1nc(Oc2ccc(Cl)cc2)c2sccc2n1	-6	-12	1	-0.03	6	-4	25	0.7	4
Cc1ccc(C(=S)NCS(=O)(=O)c2ccc(C)cc2)cc1	-4	-2	-17	0.023	-13	10	14	0.9	8
COc1ccc(-c2nn3c(C4CCCCC4)nnc3s2)cc1OC	11	6	-22	1.6	-8	8	74*	0.3	24
O=C(NCc1cc(C(F)(F)F)cc(C(F)(F)F)c1)C1CC(c2cccc([N+](=O)[O-])c2)=NO1 (centres undefined)	-2	-4	10	-0.28	22	-22	-4	1	-5
Clc1ccc(CCNc2ncnc3nc[nH]c23)cc1	-3	-1	10	-0.46	8	-8	31	0.7	11
CCC1SC2=NC(C)=C(C(=O)OCCOC)C(c3ccc(C(=O)OC)cc3)N2C1=O (centres undefined)	-5	2	-19	-0.11	7	-7	65*	0.3	-3
Cc1cc(C(F)F)n2nc(C(=O)Nc3ccccc3Br)nc2n1	-4	-10	6	-0.66	2	-4	-16	1.2	0
CCc1nnc(NC(=O)CSc2nc3c(cc2C#N)CCCC3)s1	-2	-2	-21	0.0059	-14	14	-3	1	-1

Filtered by structure: those above containing a halogen
SMILES	S1P2 ag	PostGolgi yeast	S1P2 antag	DAT uptake mod	sEH inh	sEH activator	CYP2C19 inh	CYP2C19 act	PostGolgi ctrl
O=C(O)CSCc1c(F)cccc1Cl	-3	0	2	-1.1	0	1	/	/	11
CSc1nc(Oc2ccc(Cl)cc2)c2sccc2n1	-6	-12	1	-0.03	6	-4	25	0.7	4
O=C(NCc1cc(C(F)(F)F)cc(C(F)(F)F)c1)C1CC(c2cccc([N+](=O)[O-])c2)=NO1 (centres undefined)	-2	-4	10	-0.28	22	-22	-4	1	-5
Clc1ccc(CCNc2ncnc3nc[nH]c23)cc1	-3	-1	10	-0.46	8	-8	31	0.7	11
Cc1cc(C(F)F)n2nc(C(=O)Nc3ccccc3Br)nc2n1	-4	-10	6	-0.66	2	-4	-16	1.2	0

Remaining list, next part
SMILES	S1P2 ag	PostGolgi yeast	S1P2 antag	DAT uptake mod	sEH inh	sEH activator	CYP2C19 inh	CYP2C19 act	PostGolgi ctrl
CCCCOC(=O)C1C2C=C[C@]3(CN(C(C)c4ccc(OC)cc4)C(=O)[C@H]13)O2 (some centres undefined)	-8	-6	-10	-0.69	-12	14	30	0.7	26
O=C(CSc1nnc2ccccn12)c1ccccc1	-2	4	-1	0.15	2	-3	14	0.9	1
CCOc1cccc(NC(=O)C2CC(=O)N(C)C(=Nc3ccccc3)S2)c1 (centres undefined)	-5	6	1	0.25	-19	18	26	0.7	16
Cc1sc2nc(CN3CCOCC3)nc(N3CCOCC3)c2c1C	-2	-8	-1	-0.4	-1	4	8	0.9	-4
CCc1ccccc1-n1cnc2cc(C(=O)O)ccc21	-9	-8	28	-0.033	5	-4	5	1	10
Cn1c(C(=O)NCc2ccc3c(c2)OCO3)cc2sccc21	-5	-14	19	0.41	-4	5	80*	0.2	8
CCN1CCN(c2cc(C)c3cc(NC(=O)c4ccc(Br)o4)ccc3n2)CC1	-2	0	14	0.62&0.47	14	-14	0	1	0
CCOC(=O)CSc1n[nH]c(NC(=O)c2ccc(F)cc2)n1	-7	4	15	0.29	1	0	53*	0.5	11
CCc1ccc2[nH]c(=O)c(C(c3nnnn3CCOC)N3CCN(c4ccccc4)CC3)cc2c1 (centres undefined)	-4	7	10	0.72	8	-7	49	0.5	5
COc1ccccc1NC(NC(=O)c1ccco1)C(=O)c1ccccc1 (centres undefined)	-7	-6	16	35*	12	-14	-6	1.1	1
CCOC(=O)CSc1nnc(CSc2nc3ccccc3c(=O)[nH]2)n1-c1ccccc1	-5	14	-18	0.1	21	-23	21	0.8	-2
CCOc1c2ccc(C(=O)NCc3ccc(OC(F)(F)F)cc3)cc2nn1C	-5	-3	4	0.36	2	0	14	0.9	-3
CC(=O)NC(CCS(C)(=O)=O)C(=O)Nc1ccc(F)cc1Cl (centres undefined)	-13	-6	8	/	1	0	7	0.9	1
CNc1nc(C)cc(C)c1S(=O)(=O)c1ccc(Cl)cc1	-9	5	3	0.53	-16	17	66*	0.3	11
CCOC(=O)c1csc(NC(=O)c2ccc(OC)c(OC)c2)n1	-8	17	4	0.093	/	/	-1	1	-1

Individual results from above:
`CCOC(=O)CSc1n[nH]c(NC(=O)c2ccc(F)cc2)n1` in CYP2C19 inh reads 53*
`CCc1ccc2[nH]c(=O)c(C(c3nnnn3CCOC)N3CCN(c4ccccc4)CC3)cc2c1` (centres undefined) in PostGolgi yeast reads 7

Following part:
SMILES	S1P2 ag	PostGolgi yeast	S1P2 antag	DAT uptake mod	sEH inh	sEH activator	CYP2C19 inh	CYP2C19 act	PostGolgi ctrl
CCCCC(=O)Nc1ccc2c(c1)oc1ccccc12	-1	/	18	2.6	7	-7	/	/	/
COc1ccc(C(=O)N=c2sc3c(C)ccc(OC)c3n2C)cc1	-3	0	13	-0.12	/	/	30	0.7	-2
O=C(/C=C/c1ccco1)NC(=S)NNC(=O)c1ccco1	-6	/	-24	-0.53	8	-8	/	/	/
Cc1ccc(C2CC(=O)c3cnc(NC(=O)c4ccco4)nc3C2)cc1 (centres undefined)	-1	-7	-19	-0.1	-4	2	20	0.8	3
Cc1cc(C)c(S(=O)(=O)n2ccc(-c3ccc(OCCN(C)c4ccccn4)cc3)n2)c(C)c1	-3	-4	13	0.39	5	-4	14	0.9	2
CC1=CC(C)(C)Nc2ccc(OC(=O)CN3C(=O)C4CCCCC4C3=O)cc21 (centres undefined)	-3	/	-12	0.36	4	-6	16	0.8	-2
CC(=O)c1ccc(OCCCC(=O)n2nnc3ccccc32)cc1	-1	3	14	-1.1	-1	-2	-1	1	24
Cc1noc2ncnc(Sc3c(Cl)cccc3Cl)c12	-6	2	48*	-0.71	-10	10	97*	0	-7
O=C(COc1ccc(S(=O)(=O)Nc2ccccc2)cc1)N1CCOCC1	-5	1	6	0.23	5	0	5	0.9	-2
COCCSc1nnc(NC(=O)COC)s1	-10	12	19	0.36	13	-12	17	0.8	10
Clc1ccc(Cn2cccc2C2=NCCO2)cc1	-2	-6	-5	0.39	/	/	67*	0.3	1
CCc1c(C)nc2ncnn2c1N1CCCC(C(=O)Nc2cc(F)ccc2C)C1 (centres undefined)	5	3	-12	1	26	-25	23	0.8	9
Cc1cc(N2C(=O)CCC2=O)ccc1NC(=O)c1cccs1	-1	4	-10	-0.47	8	-8	-5	1.1	4
Cc1c(C(=O)NC2CCCc3ccccc32)oc2ccc(S(=O)(=O)N3CCOCC3)cc12 (centres undefined)	-6	7	-5	0.21	2	-2	4	1	15
COc1ccc(CCNC(=O)CSc2nc(O)c(C(C)C)c(=O)[nH]2)cc1OC	0	/	-1	1.3	4	1	/	/	/
O=C(COc1ccccc1)Nc1ccc(S(=O)(=O)N2CCCC2)cc1	-1	-2	19	-0.7	15	-16	-10	1.1	-5
COc1ccc2c(=O)c(-c3cnn(-c4ccccc4)c3)c(C)oc2c1	-2	34*	-7	1.4	-7	6	24	0.8	10
COCCNC(=S)NC1CC2CCCC(C1)N2Cc1cccs1 (centres undefined)	-2	7	2	1.2	-9	6	27	0.7	6
CCN(CC)CCn1c(NCc2ccccn2)nc2ccccc21	-4	6	-6	-0.59	5	-4	-14	1.1	9
C=CCC(C#Cc1ccccc1)N(C)C (centres undefined)	-2	-2	-3	-0.27	-5	4	30	0.7	8
Cc1cc(C)c2c(N)c(S(=O)(=O)c3ccccc3)sc2n1	-1	-6	-28	0.21	-33	33	56*	0.4	14
CCN(CC)c1cccc(OC2=NS(=O)(=O)c3ccccc32)c1	-3	7	17	0.68	-15	16	2	1	24
COc1ccc(Nc2nc(OC)nc(N3CCN(c4ccc(OC)cc4)CC3)n2)cc1	-2	-4	1	0.33	-4	2	6	0.9	-5
CC1=CC(C)(C)N(C(=O)CSc2nnc(-c3ccccc3)o2)c2ccc(C)cc21	-3	101*	-14	-0.68	-28	29	25	0.7	73*
CCN(CC)C(=O)C(Sc1ccccc1)c1ccccc1 (centres undefined)	-2	17	-12	-0.27	-3	0	90*	0.1	-5
Cc1nc(NC(=O)CCc2ccccc2)ccc1Br	-4	5	-10	2	16	-17	35	0.7	-7
Cc1nn2c(-c3cccc(NC(=O)c4ccco4)c3)nnc2c2ccccc12	1	-2	-18	1.4	9	-6	27	0.7	27
O=C(Cc1ccc(-n2cccc2)cc1)NC1CCCCCC1	-4	/	5	0.32	54	-53	/	/	/
CCOC(=O)N1CCC(NC(=O)c2cccnc2SC)CC1	/	4	/	0.046	/	/	18	0.8	-10
CCOC(=O)c1ccc(NC(=O)CN(c2ccc(C)cc2)S(=O)(=O)c2c(C)n[nH]c2C)cc1	-3	-7	-12	/	17	-14	19	0.8	2
Cc1ccc(OCC(=O)NCc2ccccn2)cc1	-10	0	0	0.26	-1	2	76*	0.2	28
Cc1cc(NC(=O)CSc2nc(CC(C)(C)C)nc3c2c(=O)n(C)c(=O)n3C)no1	-3	8	1	-0.67	-14	13	1	1	4
O=C(O)c1ccccc1-c1ccccc1C(=O)NCc1ccco1	-4	-1	15	0.071	-12	10	-14	1.1	14

A different layout for 4 compounds above:
CCOC(=O)N1CCC(NC(=O)c2cccnc2SC)CC1
  S1P2 ag = /
  PostGolgi yeast = 4
  S1P2 antag = /
  DAT uptake mod = 0.046
  sEH inh = /
  sEH activator = /
  CYP2C19 inh = 18
  CYP2C19 act = 0.8
  PostGolgi ctrl = -10
CCOC(=O)c1ccc(NC(=O)CN(c2ccc(C)cc2)S(=O)(=O)c2c(C)n[nH]c2C)cc1
  S1P2 ag = -3
  PostGolgi yeast = -7
  S1P2 antag = -12
  DAT uptake mod = /
  sEH inh = 17
  sEH activator = -14
  CYP2C19 inh = 19
  CYP2C19 act = 0.8
  PostGolgi ctrl = 2
Cc1ccc(OCC(=O)NCc2ccccn2)cc1
  S1P2 ag = -10
  PostGolgi yeast = 0
  S1P2 antag = 0
  DAT uptake mod = 0.26
  sEH inh = -1
  sEH activator = 2
  CYP2C19 inh = 76*
  CYP2C19 act = 0.2
  PostGolgi ctrl = 28
Cc1cc(NC(=O)CSc2nc(CC(C)(C)C)nc3c2c(=O)n(C)c(=O)n3C)no1
  S1P2 ag = -3
  PostGolgi yeast = 8
  S1P2 antag = 1
  DAT uptake mod = -0.67
  sEH inh = -14
  sEH activator = 13
  CYP2C19 inh = 1
  CYP2C19 act = 1
  PostGolgi ctrl = 4

Entries of single compounds as entered above. Values in the order: S1P2 ag	PostGolgi yeast	S1P2 antag	DAT uptake mod	sEH inh	sEH activator	CYP2C19 inh	CYP2C19 act	PostGolgi ctrl
Cc1nn2c(-c3cccc(NC(=O)c4ccco4)c3)nnc2c2ccccc12 as listed: 1	-2	-18	1.4	9	-6	27	0.7	27
Cc1cc(C)c2c(N)c(S(=O)(=O)c3ccccc3)sc2n1 as listed: -1	-6	-28	0.21	-33	33	56*	0.4	14
